Bioassay records: PubChem, several laboratories
Ec RNAP inh: Escherichia coli RNA polymerase inhibition; 0.2% of 62,000 active; P0A8V2; inhibition, %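 (tested at 10 µM)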; E. coli RNA polymerase, fluorescence transcription assay; in the data active = inhibition above about 20%;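 note: 0% = enzyme without compound and 100% = no enzyme blank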
tolC growth inh: blocks growth of E. coli BW25113 tolC mutant; AID 573; OD615; 2.2% of 65,000 active; growth inhibition, % at 10 µM (by protocol);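 active = growth inhibition at or above a cutoff equal to the mean over every tested compound plus 3 SD, cut at about 60% in these data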;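 note: growth measured after 20 h incubation at 37 °C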
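Test system: tolC-deleted E. coli BW25113 | Medium: LB with kanamycin 50 µg/mL | Compound dosing: Single concentration, 10 µM final per compound | Schedule: 37 °C, 20 h exposure | Measured by: OD at 615 nm | Evaluation: Percent growth inhibition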
Cdc25B inh: inhibitors of human Cdc25B phosphatase; P30305; inhibition, %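 (compounds tested at 10 µM final in the well)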; recombinant Cdc25B, OMFP fluorescence Ex485/Em525; 0.1% of 65,000 active; in the data active = inhibition above about 50%
DUSP1 inh: inhibitors of human MKP-1 phosphatase; recombinant MKP-1, OMFP hydrolysis fluorescence; inhibition, %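 (compounds tested at a single concentration somewhere between 10 and 100 µM)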; 0.15% of 65,000 active; AID 374;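 active = inhibition above about 50%, limit read from the data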;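 note: 0% = DMSO max control wells and 100% = wells with enzyme stopped by NaOH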
Target sequence (P28562 whole entry, looked up): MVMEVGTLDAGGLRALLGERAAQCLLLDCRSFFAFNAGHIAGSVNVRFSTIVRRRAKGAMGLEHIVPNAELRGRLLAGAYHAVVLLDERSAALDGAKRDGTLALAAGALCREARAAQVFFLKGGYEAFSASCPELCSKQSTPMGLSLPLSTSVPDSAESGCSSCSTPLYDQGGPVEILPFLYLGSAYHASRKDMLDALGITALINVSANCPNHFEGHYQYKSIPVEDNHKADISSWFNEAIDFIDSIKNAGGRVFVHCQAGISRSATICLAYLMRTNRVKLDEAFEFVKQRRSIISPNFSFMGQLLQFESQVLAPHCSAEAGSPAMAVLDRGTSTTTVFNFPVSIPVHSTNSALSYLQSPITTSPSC
CatB mix inh: inhibitors of human cathepsin B in compound mixtures; Purified cathepsin B, AMC dipeptide fluorescence; inhibition, %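 (ten-compound pools at 5 µM per compound and 50 µM total)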; 0.06% of 62,000 active; AID 488; in the data active = inhibition above about 22%, passing the limit was not always enough;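 note: 0% = enzyme without compound and 100% = no enzyme blank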
D1 allo mod: D1 dopamine receptor (human) allosteric modulation; B-score at 10 µM; HEK293 D1, CRE-luciferase, dopamine EC30 potentiation; actives deviate in either direction; 5.9% of 58,000 active;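 active = luminescence count or its row- and column-corrected plate score outside the 99.7% band of the plate's sample wells, on either side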
Target sequence (P21728 whole entry, looked up): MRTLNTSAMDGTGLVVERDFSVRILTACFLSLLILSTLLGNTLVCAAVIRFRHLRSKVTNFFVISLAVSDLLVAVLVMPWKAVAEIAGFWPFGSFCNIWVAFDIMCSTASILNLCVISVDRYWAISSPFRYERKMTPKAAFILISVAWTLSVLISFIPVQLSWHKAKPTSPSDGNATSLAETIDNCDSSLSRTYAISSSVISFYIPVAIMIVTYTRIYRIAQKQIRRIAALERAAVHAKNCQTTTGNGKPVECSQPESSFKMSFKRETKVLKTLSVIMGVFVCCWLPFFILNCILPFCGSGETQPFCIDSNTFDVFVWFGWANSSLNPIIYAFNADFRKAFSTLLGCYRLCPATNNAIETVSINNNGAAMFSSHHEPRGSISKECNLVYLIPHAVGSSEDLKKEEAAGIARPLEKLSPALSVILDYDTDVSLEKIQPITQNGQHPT
CatB inh: inhibitors of human cathepsin B | P07858 | purified cathepsin B, fluorogenic substrate, fluorescence | inhibition, %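 (tested at 10 µM)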 | 0.1% of 63,000 active | AID 453; in the data active = inhibition above about 21%;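 note: 0% = enzyme with no compound and 100% = no enzyme blank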
Hsp90 inh: displaces geldanamycin probe from tumor Hsp90 | NCI-N417 lysate Hsp90, Cy3B-geldanamycin FP displacement | AID 429 | inhibition, % at 30 µM | P07900 | 0.35% of 64,000 active;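 active = inhibition above 50%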;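 note: 0% = tracer plus lysate wells and 100% = tracer alone without lysate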
AP ELISA ortho: orthogonal test for alternative complement pathway inhibitors; AID 1235; inhibition, % at 5 µM; 0.08% of 62,000 active; Human serum alternative complement pathway, LPS-coated ELISA, C3 deposition; tested in compound mixtures;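 active = inhibition above 30% in each of the two pooled mixtures holding the compound, so the lower value exceeds 30%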;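 note: 0% = serum in Mg-EGTA without compound and 100% = EDTA serum blank; some compounds past the cut are filed as inactive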
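Test system: human serum complement alternative pathway, C3 deposition onto LPS / Medium: Mg2+-EGTA GVB++ buffer containing human serum at 1:15 dilution / Probe or stimulus: Plate-bound LPS / Times: 1 h at 37 °C / Signal: ELISA with HRP anti-human C3 antibody, TMB substrate, absorbance 450 nm / Measure: percent inhibition / Repeats: two pool placements per compound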
* = called active by the depositor; · = not tested or not shown.

SMILES	Ec RNAP inh	tolC growth inh	Cdc25B inh	DUSP1 inh	CatB mix inh	D1 allo mod	CatB inh	Hsp90 inh	AP ELISA ortho
Cc1cc(C)c(Cn2c(=O)n(CCCC(=O)NCc3ccco3)c(=O)c3ccccc32)c(C)c1	4	-11	-9	14	6	0.34	-1	-3	13
O=C(Cc1c[nH]c2ccccc12)N1CCc2ccccc21	-3	34	-5	4	0	-0.91	0	2	-5
Cc1cccc(OCCC(=O)Nc2ccc(S(=O)(=O)N3CCCC3)cc2)c1	·	34	-20	21	-9	-0.29	1	1	-5
OCCNc1nc2ccc(Cl)cc2[nH]1	-9	-14	-1	-14	-4	-0.75	-3	1	21
CN1C2C=C3C(C#N)=C(N)C(C#N)(C#N)[C@@H](c4ccsc4)[C@@H]3C1CC2 (stereo partly drawn)	3	5	-20	-13	·	-2.5	1	-5	·
COc1ccccc1N1CCN(CC(O)COc2ccc3c(C)cc(=O)oc3c2)CC1 (stereo not drawn)	7	5	-9	4	-7	-0.26	2	·	2
Cc1ccc2c(C)[nH]c(=O)cc2c1	7	-5	3	21	-1	1.6	1	1	7
COc1ccc2cc(C)c(SCC(=O)Nc3cc(C)on3)nc2c1	·	-7	2	-12	3	-0.12	1	-1	-5
Cc1ccc(C)n1NC(=O)c1ccco1	4	-3	-3	-2	4	0.81	0	2	2
CCc1ccc(NC2=NC(C(=O)c3ccccc3)CC(=O)N2)cc1 (stereo not drawn)	6	2	-13	0	3	-0.08	-4	-8	17
O=C(CSc1nc2ccccc2o1)NCc1n[nH]c(=O)c2ccccc12	9	11	-16	-3	2	·	5	-5	-1
COc1ccc(S(=O)(=O)N2CCN(C(=O)NCc3ccccc3)CC2)cc1	-2	0	2	-26	-7	0.52	-5	-4	9
Cc1cc(N/C=C/C(=O)c2cccc3ccccc23)no1	-6	16	10	14	·	·	0	-3	·
CCOc1ccc(CNc2ccc3c(c2)ncn3C)cc1	-4	9	-7	-5	4	0.73	9	-6	-5
Nc1nsnc1C(=O)NCCO	7	-32	-12	14	7	-0.027	0	-2	-4
O=C(O)C1C2C=CC(C2)C1C(=O)Nc1cccc(F)c1 (stereo not drawn)	10	-12	-17	-11	2	-0.74	2	-3	-4
COc1ccc(C(=O)Cn2c(Br)nc3c2c(=O)n(C)c(=O)n3C)cc1OC	·	10	13	-22	·	·	·	0	·
CCOC(=O)/C=C(\C)Sc1cc(=O)oc2ccccc12	8	16	-44	-8	7	0.75	0	0	14
COc1cc2c(C(=O)N3CCN(C4CCCCC4)CC3)cn(CC(C)C)c(=O)c2cc1OC	-1	-1	-8	23	30	-5.7*	-3	-9	20
Cc1cc(C)nc(SCCC(=O)N(C)C)n1	2	-12	-12	3	-2	0.69	-2	0	18
O=C(Nc1ccn(-c2ccccc2)n1)c1ccc(S(=O)(=O)N2CCCCCC2)cc1	2	31	-9	16	4	-1.9	0	-3	29
Nc1ccccc1-c1nc2ccccc2[nH]1	-10	12	-5	0	-9	-0.73	-7	-4	-3
Cc1ccc(Cl)cc1N1CCN(C(=O)C2CCN(S(=O)(=O)c3c(C)nn(C)c3C)CC2)CC1	2	57	-10	40	-5	-1.3	-3	1	14
CCn1nc(C(=O)NCCc2ccc(S(N)(=O)=O)cc2)c2ccccc2c1=O	3	-5	4	-3	4	·	5	0	3
COC(=O)c1cc(N2C(=O)C3C(C2=O)C2(C)C=CC3(C)O2)ccc1Cl (stereo not drawn)	7	-6	-5	8	12	0.11	1	-4	-3
O=C(C1CCN(S(=O)(=O)N2CCOCC2)CC1)N1CCN(c2ccccc2)CC1	6	-11	-1	12	8	-0.83	0	-1	13
CC1(C)C(=O)OC(C(=O)c2ccccc2)C(C)(C)C1=O (stereo not drawn)	2	-8	-6	3	1	-0.5	1	0	27
CC(C)C(=O)NCCn1ccc2ccccc21	18	-16	4	1	4	0.29	-3	-4	10
C=CCn1c(N)c(C(=O)OCCC)c2nc3ccccc3nc21	-29	38	0	-15	-7	1.6	-11	-23	6
CC1(C)CC(=O)C=C(Nc2ccccc2NC(=O)c2cnccn2)C1	5	-6	-6	15	6	·	4	-2	-7

The list goes on (3 carried over from the part before).
SMILES	Ec RNAP inh	tolC growth inh	Cdc25B inh	DUSP1 inh	CatB mix inh	D1 allo mod	CatB inh	Hsp90 inh	AP ELISA ortho
CC(C)C(=O)NCCn1ccc2ccccc21	18	-16	4	1	4	0.29	-3	-4	10
C=CCn1c(N)c(C(=O)OCCC)c2nc3ccccc3nc21	-29	38	0	-15	-7	1.6	-11	-23	6
CC1(C)CC(=O)C=C(Nc2ccccc2NC(=O)c2cnccn2)C1	5	-6	-6	15	6	·	4	-2	-7
CN1CCN(CCCNC(=O)Cn2nc(-c3ccccc3)ccc2=O)CC1	2	-16	-12	-8	6	0.84	-4	-3	21
COCC(C)NC(=O)NC(=O)c1ccc(Cl)cc1 (stereo not drawn)	2	-4	-10	-3	2	0.63	-3	0	-6
C=C(C)Cn1c(SCC#N)nc2ccccc2c1=O	6	7	2	23	6	16*	5	-5	-3
COC(=O)c1ccc(CSc2nnc(CNC(=O)c3cccs3)o2)o1	4	-23	-4	-5	3	0.66	4	-7	10
CCOC(=O)c1cnn(-c2ccccn2)c1N	4	2	0	1	5	-0.53	0	-1	-11
N#CC1=C(N)N(c2ccccc2)C(c2ccccc2)C1(C#N)C#N (stereo not drawn)	9	2	1	0	-6	0.2	0	-5	11
CSc1nc(N)nc(SCC(=O)c2ccc(C)cc2)c1C#N	8	6	8	6	5	·	7	-4	0
Cc1cc2occ(CC(=O)O)c2cc1C	4	-8	-8	15	5	·	-2	·	12
COC(=O)Cn1nc(-c2ccccc2)c2ccccc2c1=O	3	-17	-7	-3	5	1.8	-2	0	8
CCOC(=O)C1CCN(Cc2ccccc2C(F)(F)F)CC1	7	-2	-10	0	-2	0.18	1	2	8
CNc1oc(-c2ccco2)nc1C#N	2	-5	-6	-15	2	-0.056	-2	-4	-1
CC(=O)c1c(C)c[nH]c1C	6	-18	-2	9	6	-3.3*	2	3	18
Cc1nc(NC(CC(C)C)C(=O)O)c2nc(C)oc2n1 (stereo not drawn)	-1	-15	-8	-8	-2	-0.73	-1	-4	7
O=C(O)c1ccc(COc2ccccc2Cl)cc1	11	22	0	4	7	0.27	-2	-3	7
COc1ccc(/C(O)=C2/C(=O)C(=O)N(CCN(C)C)C2c2ccc(F)cc2)cc1Cl (stereo not drawn)	8	-6	5	-10	0	-0.24	2	-4	-6

Complete entries as entered above. Order of screens: Ec RNAP inh | tolC growth inh | Cdc25B inh | DUSP1 inh | CatB mix inh | D1 allo mod | CatB inh | Hsp90 inh | AP ELISA ortho
Results for COCC(C)NC(=O)NC(=O)c1ccc(Cl)cc1 (stereo not drawn) : 2 | -4 | -10 | -3 | 2 | 0.63 | -3 | 0 | -6
Results for CNc1oc(-c2ccco2)nc1C#N : 2 | -5 | -6 | -15 | 2 | -0.056 | -2 | -4 | -1
Results for Cc1nc(NC(CC(C)C)C(=O)O)c2nc(C)oc2n1 (stereo not drawn) : -1 | -15 | -8 | -8 | -2 | -0.73 | -1 | -4 | 7

(further entries)
SMILES	Ec RNAP inh	tolC growth inh	Cdc25B inh	DUSP1 inh	CatB mix inh	D1 allo mod	CatB inh	Hsp90 inh	AP ELISA ortho
Cn1c(NC(=O)c2cccc(Cn3cc(Cl)cn3)c2)nc2ccccc21	7	-8	-9	-2	-9	-0.46	0	0	12
O=C1CC(c2cc3c(cc2Br)OCO3)C2=C(CCCC2=O)N1 (stereo not drawn)	4	-1	-4	23	7	0.012	2	2	12
CCNC(=O)CN(C1CCCCC1)S(=O)(=O)c1ccc(F)cc1	6	3	-12	3	-2	-0.64	4	·	3
CCOC(=O)C1=C(CN2CCSCC2)NC(=O)NC1c1cc(C)ccc1C (stereo not drawn)	5	9	-12	12	0	-1.1	3	-4	-6
CC(/C=N/O)Cc1ccc2c(c1)OCO2 (stereo not drawn)	-4	-4	1	-2	-1	-1.5	-2	-2	17
CC(Sc1nnc(N)s1)c1ccccc1Cl (stereo not drawn)	6	14	-16	2	4	-0.58	4	-1	24
Cc1ccc(NC(=O)CS(=O)(=O)c2c[nH]c3ccccc23)c(C)c1	6	0	0	4	4	-0.48	3	·	12
CCN(CC)CCCN1C(=O)C(O)=C(C(=O)c2ccc(C)o2)C1c1cccs1 (stereo not drawn)	-1	6	-15	-9	3	0.24	1	-4	17
CCOc1ccc(Oc2nc(Nc3ccc(C)cc3)nc(N(C)C)n2)nn1	15	-5	-1	6	-4	1.4	1	0	5
O=C(CSc1ccccn1)c1ccc2c(c1)OCO2	6	-6	-1	4	8	-0.89	-1	-1	14
CCCc1cc(=O)n2[nH]cnc2n1	8	-18	-7	-15	7	-1.2	1	-2	20
O=c1[nH]c(N2CCOCC2)nc2c1CCCC2	·	-16	-41	-11	4	-0.24	2	-3	17
C=CCNC(=O)c1sc(=S)n(-c2ccc(C(=O)OCC)cc2)c1N	8	39	-26	-8	8	·	0	3	13
COCC(C)n1c(C)cc(C(=O)COC(=O)c2c(C)nn(-c3ccccc3)c2C)c1C (stereo not drawn)	0	8	-5	7	-4	-0.4	1	-8	6
Cc1ccc(S(=O)(=O)NC2(C(F)(F)F)NC(=O)N(C)C2=O)cc1 (stereo not drawn)	9	-13	-10	1	4	·	0	1	6
O=C(c1cccnc1)N1CCN(Cc2ccc3c(c2)OCO3)CC1	8	-11	-7	2	7	0.079	-6	4	2
COc1ccc(-c2nc(C#N)c(NC(C)c3ccccc3)o2)cc1OC (stereo not drawn)	·	12	5	-3	7	6.8*	1	-4	8
Cc1nc2sc(C(c3ccc(Cl)cc3)N3CCOCC3)c(O)n2n1 (stereo not drawn)	1	-14	8	-1	-8	0.95	1	5	15
CCCN(CCC)S(=O)(=O)c1ccc2c(c1)CCCN2C(C)=O	5	-9	-17	1	3	0.93	1	-2	21
O=S(=O)(c1ccc(S(=O)(=O)N(Cc2ccc(F)cc2)C2CCCC2)cc1)N1CCCC1	6	14	-14	3	-3	-0.72	-5	0	10
CCOC(=O)C1Cc2c([nH]c3ccccc23)CN1 (stereo not drawn)	5	-2	-3	3	8	-0.0036	1	-2	13
O=C(Cc1ccccc1)N[C@H](c1ccccc1)P(=O)(O)CO	11	-8	-7	19	6	-0.19	5	3	-4
CN(C)S(=O)(=O)N1CCN(C(=O)N2CCCCC2)CC1	8	-20	-4	-22	3	-0.1	2	0	2
[O-][N+]12CCN(CC1)c1ccccc12	1	-12	-12	12	-1	-0.7	-1	-1	-7
O=C(c1c(F)cccc1F)N1CCN(c2ccccc2F)CC1	0	-4	-8	3	7	0.077	4	5	27
CCOC(=O)Cn1cnc2sc3c(c2c1=O)CCC3	8	3	-1	6	3	-0.79	5	-31	-3
CCCS(=O)(=O)N1CCCC(C(=O)NCCCN(C)c2ccccc2)C1 (stereo not drawn)	6	-30	8	6	-2	0.35	1	2	-4
O=c1c(-c2nc3ccccc3o2)c2oc3ccccc3n2c2ccccc12	-7	98*	-3	26	-1	-0.019	-3	0	4
O=C(NCCCN1CCCC1)C1CCC(=O)N1C1CCCCC1 (stereo not drawn)	5	-16	-4	-3	6	0.078	-8	-3	15
Cc1ccc(OCC(=O)Nc2ccc(S(=O)(=O)Nc3onc(C)c3C)cc2)cc1	3	9	-2	11	-5	-0.9	2	-1	-3
Cc1ccc(-c2c3c(=O)n(C)c(=O)n(C)c3cn2N2CCOCC2)cc1	3	10	-22	10	2	2.8	-3	1	6
CC1CC(C)CN(CCC(=O)Nc2cccc(Cl)c2)C1 (stereo not drawn)	-5	-1	-19	8	-2	-0.28	-7	·	22
CCn1c(SCC(=O)Nc2cc3oc4ccccc4c3cc2OC)nnc1-c1cccs1	5	17	-8	18	2	1.1	1	-1	-16
